From PubChem BioAssay
KCNH2 3.1 inh: KCNH2 3.1 (human) potassium channel inhibition. activity change, % (tested at about 1.8 µM). U2OS KCNH2 3.1, thallium flux FluxOr; stronger effect = lower value. actives 0.95% (n = 340,000);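 active = maximum activity change below -70%; inconclusive = maximum activity change from -70% to -50%; inactive = maximum activity change above -50%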;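 also: thallium influx rate constant from kinetic fluorescence after stimulation buffer; % is scaled to controls: 0 for no effect and ±100 for the full control effect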
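We transduce U2OS cells with the mutant 3.1 virus, culture them overnight, load FluxOr with Red40 quencher for 45 min, then add stimulation buffer and read kinetically for 2 min to derive a normalized rate constant.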
CXXC DNA block: MLL CXXC-DNA interaction inhibition | Q03164 | MLL-CXXC / FITC-HOXA9 DNA fluorescence polarization | Potency, µM (doses to about 115 µM), for inactives: top-dose activity change, negative = inhibition, most hits filed as inhibitors | actives 0.037% (n = 290,000) | AID 2662; active = well fitted inhibition curve with a large enough effect in the polarisation, with a control signal flat, not every such curve was filed as active; inconclusive = small, poorly fitted or top-dose-only effect, or effect the other way, or a change in a side signal; inactive = no such curve, though single readings can be large or run the other way; the % refers to the polarisation; also: potency is read from the fitted curve at half-maximal effect
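Purified MLL-CXXC (added from a 7 uM solution) was preincubated 5 min at ambient with pinned compounds in 50 mM Tris-HCl pH 7.5, 50 mM NaCl, 1 mM DTT, 0.05% BSA. Fluorescein-labeled HOX-A9 DNA (50 nM solution) followed, 30 min, then polarization read.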
GALK inh: inhibitors of human galactokinase | P51570 | Purified GALK, Kinase-Glo residual ATP luminescence | Potency, µM (highest dose often 57.5 µM), for inactives: at the top dose activity change, negative = inhibition, actives largely listed as inhibitors | actives 0.007% (n = 270,000); also: potency is read from the fitted curve at half-maximal effect; % is scaled to controls: 0 for no effect and ±100 for the full control effect
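ATP-depletion format; final 35 uM ATP, 100 uM D-galactose, 5 nM enzyme; pH 8.0 HEPES/Mg2+ buffer; 60 min RT; luminescence read 10 min after detection reagent.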
MBNL1-CUG inh: inhibitors of human MBNL1 binding to CUG repeat RNA; Potency, µM (top dose mostly 57.5 µM), for inactives: at the highest dose activity change, negative = inhibition, usual class: inhibitors; TR-FRET MBNL1-His/biotin-(CUG)12 binding, 665/545 ratio; actives 0.036% (n = 280,000); AID 2675; active = well fitted inhibition curve with a large enough effect in the signal ratio, with a control signal flat, not every such curve was filed as active; inconclusive = small, poorly fitted or top-dose-only effect, or effect the other way, or a change in a side signal; inactive = no such curve, though single readings can be large or run the other way; the % refers to the signal ratio; also: potency is read from the fitted curve at half-maximal effect; % is scaled to controls: 0 for no effect and ±100 for the full control effect
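TR-FRET between His-tagged MBNL1 and biotin-(CUG)12 RNA, detected with Tb anti-His antibody (0.055 ng/ul) and streptavidin-XL665 (5 nM), 60 min at room temperature. Compounds titrated 92 nM to 58 uM; 665/545 nm ratio normalized to buffer and complex controls.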
Integrin act MD: integrin-mediated muscular dystrophy alleviation activation; alpha7betagal myoblasts, beta-gal FDG fluorescence, 48 h; Potency, µM (top dose mostly 38.3 µM), inactives show at the top dose activation, most hits filed as activators; actives 0.064% (n = 350,000); AID 624291;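 also: potency is read from the fitted curve at half-maximal effect; 100% = response of the positive control SU9516; nearly all actives have a fitted effect of over 60% in size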
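alpha7betagal+/- myoblasts (passage 13, 250/well) treated 48 h at 37C with compounds at 1:260 dilution of DMSO stock. Lysed, then beta-galactosidase activity read as FDG fluorescence (ex 480/em 540) after 30 min, with pre-read for autofluorescence.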
hERG WT inh: inhibitors of human wildtype KCNH2 potassium channel | actives 0.37% (n = 340,000) | AID 720551 | activity change, % at 1.84 µM | U2OS, BacMam KCNH2, thallium flux FluxOr; stronger effect = lower value;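 active = maximum activity change below -70%; inconclusive = maximum activity change between -70% and -50%; inactive = maximum activity change above -50%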; also: % is scaled to controls: 0 for no effect and ±100 for the full control effect
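U2OS cells transduced with wild-type KCNH2 virus are loaded with FluxOr dye for 45 min, and thallium flux is measured in kinetic reads before and after stimulation buffer. Rate constants are normalized to DMSO controls.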
ASM inhibitor: blocks human secretory acid sphingomyelinase | P17405 | actives 0.006% (n = 340,000) | placental ASM, HMU-PC fluorogenic substrate, 60 min | Potency, µM (doses to about 57.5 µM), for inactives: at the highest dose activity change, negative = inhibition, actives largely listed as inhibitors | AID 504937; also: potency is read from the fitted curve at half-maximal effect
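Fluorescence read-out (Ex 386 nm, Em 447 nm) after stopping the reaction at pH 10. Enzyme: ASM from human placenta; substrate HMU-PC0, 9 uM final; 60 min, 37 °C. Compound preincubation 10 min, ambient temperature.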
TRPV1 agonist: agonists of human vanilloid receptor 1 (TRPV1). Q8NER1. TRPV1-expressing cells, Fluo-8 calcium influx, agonist mode. activation, % at 8.33 µM. actives 0.19% (n = 320,000). AID 540275; in the data active = activation above about 80%; inconclusive = between about 30% and that limit; also: 0% is about no effect
Target sequence (Q8NER1 whole entry, looked up): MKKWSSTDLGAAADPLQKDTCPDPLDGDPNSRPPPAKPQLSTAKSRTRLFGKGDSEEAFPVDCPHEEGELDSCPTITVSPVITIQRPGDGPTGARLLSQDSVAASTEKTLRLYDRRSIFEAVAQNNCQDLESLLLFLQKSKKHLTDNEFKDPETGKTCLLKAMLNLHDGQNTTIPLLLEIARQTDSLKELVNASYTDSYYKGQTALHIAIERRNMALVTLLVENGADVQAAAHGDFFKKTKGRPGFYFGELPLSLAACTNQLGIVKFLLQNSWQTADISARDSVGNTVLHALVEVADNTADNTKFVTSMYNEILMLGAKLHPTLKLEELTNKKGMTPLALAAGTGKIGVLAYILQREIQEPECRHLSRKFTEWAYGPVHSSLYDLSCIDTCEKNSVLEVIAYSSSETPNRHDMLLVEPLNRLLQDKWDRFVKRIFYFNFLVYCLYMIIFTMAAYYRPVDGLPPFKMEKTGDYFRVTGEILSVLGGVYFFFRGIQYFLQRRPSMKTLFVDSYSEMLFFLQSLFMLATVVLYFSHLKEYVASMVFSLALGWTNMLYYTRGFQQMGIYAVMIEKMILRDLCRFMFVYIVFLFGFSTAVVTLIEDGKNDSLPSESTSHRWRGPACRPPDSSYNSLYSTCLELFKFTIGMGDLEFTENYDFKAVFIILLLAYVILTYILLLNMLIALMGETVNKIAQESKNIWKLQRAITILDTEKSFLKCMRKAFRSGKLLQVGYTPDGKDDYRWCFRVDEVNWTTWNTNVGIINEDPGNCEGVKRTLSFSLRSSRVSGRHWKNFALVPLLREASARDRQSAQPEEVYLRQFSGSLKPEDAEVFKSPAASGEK
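Fluo-8 calcium influx in TRPV1-expressing cells, kinetic read (ex 480/em 520 nm). Compound added and read 3 min for agonist activity, followed by capsaicin at EC20 final and 2 min further read for enhancement.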
Coupling enz: coupling enzyme interference in Giardia aldolase counter-screen; coupling enzyme system counterscreen, AmpLite Red fluorescence; activity change, negative = inhibition, % at 58.2 µM, hits read low; actives 0.67% (n = 290,000); AID 2472; in the data active = activity change below about -30%; also: % is scaled to controls: 0 for no effect and ±100 for the full control effect
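First, compound is pin-transferred into glyceraldehyde-3-phosphate coupling-enzyme reagent at 57.5 uM final and held 10 min at RT. Next, substrate, coupling system and AmpLite Red are added. After 20 min RT, fluorescence (525/598 nm) is read.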
AT treatment: potential ataxia-telangiectasia treatment. Potency, µM (doses to about 57.5 µM), for inactives: at the highest dose activation, actives largely listed as activators. […] A-T fibroblasts, KAP-1 phosphorylation AlphaLISA; neocarzinostatin DNA damage 30 min before lysis. actives 0.19% (n = 320,000); also: potency is read from the fitted curve at half-maximal effect; % of control where 0% means no effect; nearly all actives have a fitted effect of over 45% in size
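ATM-like activity read as KAP-1 phosphorylation via AlphaLISA donor/acceptor antibody pairs after lysis and 6 hr at 25C. Cells were ATM-null patient fibroblasts ([…], hTERT), dosed 60 min, then exposed to the DSB inducer NCS for 30 min.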
The depositor's hits bear a star; ? = inconclusive; nt = not tested or not shown; [ ] = dose if it differs, or a comment. Unless noted, calls follow the shape of the dose curve; as a rule, active = well fitted curve in the direction sought with a large enough effect; inconclusive = small, poorly fitted or top-dose-only effect, or another doubt; inactive = no such curve, though single readings can be large; an effect the other way counts as inactive or inconclusive.

Compound	KCNH2 3.1 inh	CXXC DNA block	GALK inh	MBNL1-CUG inh	Integrin act MD	hERG WT inh	ASM inhibitor	TRPV1 agonist	Coupling enz	AT treatment
Cc1ccccc1CC1(CO)CCCN(C(=O)CCC(=O)c2ccccc2)C1 (configuration not stated)	30	-14%	-3%	2%	-12%	-12	2%	?	0	9%
COCCNc1nnc(SCC(=O)Nc2sc3c(c2C(=O)c2ccccc2)CCCC3)s1	-20	-10%	-2%	7%	-45%[inhibitor]	-7	-13%	-7	-10	3%
COc1ccc(OCc2cc(C(=O)N(C)C(C)c3ccon3)no2)c(Cl)c1 (configuration not stated)	-22	12%	-1%	6%	-14%	-6	2%	9	nt	5%
CNC(=O)CSc1nnc(-c2ccco2)n1-c1cccc(C)c1C	-3	-7%	-2%	-2%	25%	-3	-1%	3	-2	1%
C/C(=C\c1ccccc1)C(=O)Nc1nc2ccc([N+](=O)[O-])cc2s1	-13	0%	0%	nt	27%	-1	14%	1	-1	-1%
CCOc1ccc(S(=O)(=O)N(C)c2ccc(OCC(=O)NCc3ccco3)cc2)cc1	7	-8%	-2%	3%	21%	-26	-8%	-1	0	nt
Cc1ccc(N=Nc2c(C)[nH]n(-c3ccccc3)c2=O)cc1Br	2	-5%	-4%	-4%	-16%	0	-4%	3	-3	9%
CN(Cc1cnn(C)c1)C(=O)C1CCCCC1C(=O)O (configuration not stated)	-32	6%	1%	6%	17%	-6	9%	-1	4	nt
CSc1nnc(CSCc2ccc(Cl)cc2Cl)n1-c1ccccc1	-84*	0%	-4%	13%	7%	-5	-3%	20	2	9%
Cn1c(=O)n(C)c2cc3[nH]cnc3cc21	-5	-1%	1%	-13%	39%	7	1%	-2	0	31%
COc1ccccc1CNS(=O)(=O)c1c(C)[nH]c(=O)[nH]c1=O	-2	-10%	0%	-10%	12%	9	0%	2	-1	nt
O=C(CSCC(=O)NC1CCCC1)Nc1ccccc1	12	-5%	2%	-21%	0%	1	6%	-4	-2	nt
O=C(COc1ccccc1/C=C1\SC(=O)NC1=O)Nc1ccccc1	-15	-3%	-6%	-14%	26%	16	5%	6	1	-4%
CCC(C)/C(C)=N/NC(=O)c1ccc(CSc2nc3ccccc3s2)cc1 (configuration not stated)	-22	9%	1%	nt	4%	-21	-3%	22	0	3%
O=c1[nH]c(=O)n(Cc2ccc(Oc3ccccc3)cc2)cc1Br	nt	18%	nt	1%	nt	nt	nt	3	-3	-3%
Cn1c(C(=O)N2CCCc3ccccc32)cc2c(=O)n3ccccc3nc21	nt	-4%	0%	?	nt	nt	nt	4	2	0%
CN(c1ccc(OCC(=O)OCC(=O)c2c(N)n(C)c(=O)n(C)c2=O)cc1)S(=O)(=O)c1ccc2ccccc2c1	2	8%	3%	-2%	2%	5	-5%	2	0	-2%
Cc1cccc(NC(=O)CSc2nnc(NC(=O)C3CCC3)s2)c1	22	1%	5%	100%[activator]	-4%	0	-1%	2	3	6%
COc1cc(C(=O)NCCOc2cc(C)ccc2C(C)C)cc(OC)c1OC	-4	-4%	-1%	-7%	-62%[inhibitor]	6	-1%	-2	0	-16%
CSc1nnc(N2C(=O)C(O)=C(C(=O)c3ccco3)C2c2ccc(F)cc2)s1 (configuration not stated)	-8	11%	7%	?	-2%	-20	1%	20	nt	-5%
O=C(O)CCc1nn2c3ccccc3n(Cc3ccccc3F)c2nc1=O	-2	12%	1%	0%	-27%	-4	4%	-4	1	2%
O=C(O)c1cc(NC(=O)c2ccc([N+](=O)[O-])cc2)cc(NC(=O)c2ccc([N+](=O)[O-])cc2)c1	12	-3%	2%	?	17%	5	-3%	-2	9	5%
COc1ccc2c(c1)c(=O)oc1cc(O)ccc12	8	8%	2%	65%[activator]	-10%	-4	13%	1	4	10%
Cc1onc(-c2ccccc2)c1NC(=O)Nc1c(-c2ccccc2)noc1C	0	4%	5%	-10%	-3%	9	-2%	8	2	2%
COc1cc(CNCc2cccs2)ccc1OCc1cccs1	-2	3%	-6%	9%	-38%[inhibitor]	4	1%	8	-1	-3%
CCCN(CCC)C(=O)CSc1nc2c(sc(=S)n2-c2ccc(OCC)cc2)c(=O)[nH]1	-9	-8%	3%	-11%	?	-12	-3%	7	8	-4%
CCN(C(=O)COC(=O)c1ccccc1OCc1ccc(Cl)cc1)C1CCS(=O)(=O)C1 (configuration not stated)	4	nt	nt	nt	1%	-4	-2%	nt	nt	1%
COc1ccc(OC)c(C(=O)NC(CC(N)=O)c2ccc(N3CCC(N4CCCC4)CC3)c([N+](=O)[O-])c2)c1 (configuration not stated)	2	-17%	-4%	?	-3%	-11	-4%	1	1	-9%
CCc1c(C)sc(NC(=O)C2CC(c3c(F)cccc3Cl)=NO2)c1C#N (configuration not stated)	4	8%	-1%	-2%	-2%	3	-2%	4	4	-2%
CCOC(=O)N1CCN(C(=O)CSc2ncccn2)CC1	5	-4%	0%	-10%	-5%	-3	3%	0	2	2%
CCO[C@H]1OC(C(=O)O)=C[C@@H](C(C)(C)C)[C@@H]1CCCO	6	nt	nt	nt	19%	16	8%	nt	nt	nt
Cc1csc2c(=O)sc(NC(=O)c3ccco3)nc12	8	14%	1%	16%	30%	-5	4%	-1	1	3%
O=C1CCCC/C1=C\Nc1ccc(C(=O)O)c(O)c1	14	44%[activator]	-1%	2%	-19%	6	4%	0	-6	-5%
N#Cc1cccc(S(=O)(=O)NNC(=O)C23CC4CC(CC(C4)C2)C3)c1	0	nt	nt	nt	-22%	1	0%	nt	nt	5%
Cc1cc(-c2nnc(CCC(=O)NCC(C)c3ccccc3)o2)no1 (configuration not stated)	nt	15%	7%	-1%	6%	-4	3%	-2	nt	7%
CCc1nnc(NC(=O)CCC(=O)N2CCN(CCOc3ccc(C)cc3)CC2)s1	12	-6%	3%	4%	14%	0	-2%	1	0	10%
O=C(Nc1ccccc1N1CCOCC1)c1cccc(NS(=O)(=O)c2ccc(F)c(F)c2)c1	-7	15%	6%	-2%	4%	-5	-11%	-3	1	-2%
COc1ccc(-c2oc3ccc(N4CCOCC4)cc3c2C#Cc2ccc(N)cc2)cc1	-26	nt	nt	nt	-6%	-4	nt	nt	nt	nt
Cc1ccsc1/C=N\NC(=O)c1ccc2c(c1)OCO2	4	-1%	0%	?	0%	9	4%	?	2	-3%
C=CCn1c(C)nnc1SCC(=O)c1c(N)n(C2CC2)c(=O)[nH]c1=O	2	nt	nt	nt	-15%	-4	2%	2	nt	3%
O=C(NC1CCCCCCC1O)c1ccccc1 (configuration not stated)	0	nt	nt	nt	8%	7	2%	nt	nt	nt
O=C(CS(=O)(=O)c1ccc(F)cc1)N1CCN(c2ccccc2)CC1	10	nt	nt	nt	0%	-4	nt	?	nt	10%
O=C(CCN1CCN(c2ccccc2F)CC1)c1ccc(Br)cc1	3	45%[activator]	0%	6%	-6%	2	1%	?	3	-9%
COCCCNC(=O)c1ccccc1C(F)(F)F	8	-1%	0%	-1%	17%	-5	4%	-2	7	20%
O=C(Nc1c(-c2ccccc2)nc2ccc(Cl)cn12)c1cccs1	-2	24%	-1%	1%	13%	-2	3%	7	1	4%
O=C(Cn1cc([N+](=O)[O-])cn1)NCc1ccccc1	-6	-13%	-2%	16%	-10%	5	-1%	2	2	15%
O=C(c1nc2nc(-c3ccc(Cl)cc3)cc(C(F)(F)F)n2n1)N1CCOCC1	-8	0%	3%	?	-2%	8	-2%	6	6	-2%
Cc1ccc(NC(=O)N2CCCc3ccccc32)cc1C	2	-3%	-1%	-1%	18%	1	2%	10	0	11%
O=C(O)CC(NS(=O)(=O)c1ccc2c(c1)OCCO2)c1ccccc1[N+](=O)[O-] (configuration not stated)	-10	nt	nt	nt	-24%	-2	2%	nt	nt	32%
O=C(CCNC(=O)c1ccccc1)N/N=C/c1ccc([N+](=O)[O-])cc1	13	0%	1%	?	19%	-5	-2%	1	1	6%
Cc1nc(C)c(C(=O)Nc2cccc(Cl)c2)o1	8	-14%	-1%	7%	?	7	-2%	3	1	-3%
O=C(O)COCC(=O)Nc1ccccc1-c1ccccc1	15	-7%	5%	-7%	-11%	-6	0%	2	4	2%
